Pf Dd2 growth – qHTS Primary assay for Inhibitors of Plasmodium falciparum Dd2 growth in vitro; actives 4.3% (n = 120,000); P. falciparum Dd2 growth, SYBR Green, 72 h; AID 1347417, 2020; Potency, µM (top dose mostly 28.9 µM), for inactives: top-dose activity, negative = inhibition, hits mostly inhibitors; active = well fitted inhibition curve with a large enough effect; inconclusive = small, poorly fitted or top-dose-only effect; inactive = no such curve, though single readings can be large or run the other way;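 also: plate controls were DMSO vehicle for no effect and reference drug for full effect; nearly all actives have a fitted effect of over 65% in size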
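Readout: SYBR Green fluorescence, 485 nm excitation, 535 nm emission, after ~16 h lysis at 37C. Before that, Dd2-infected red cells (2.5% hematocrit) grew 72 h with compound, 29 uM top final concentration.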
Numbers without * were called inactive; i = inactive; ? = inconclusive; [ ] = remark or other dose. Potency is read from the fitted curve at half-maximal effect.

The opening 2 entries (preview)
SMILES	Pf Dd2 growth
Cn1nc(C2CCNCC2)n(Cc2ccccc2)c1=O	20.2%
Cc1ccc(C)c(-n2nc(-c3c(C)nc4scc(CC(=O)NC5CCCCC5)n4c3=O)cc2C)c1	-25.4%

The list itself, from the first entry:
SMILES	Pf Dd2 growth
Cn1nc(C2CCNCC2)n(Cc2ccccc2)c1=O	20.2%
Cc1ccc(C)c(-n2nc(-c3c(C)nc4scc(CC(=O)NC5CCCCC5)n4c3=O)cc2C)c1	-25.4%
Cc1ccc(S(=O)(=O)c2nc(-c3ccc(F)cc3)oc2SCC(=O)NC2CCCCC2)cc1	-17.3%
O=C(CC1(O)C(=O)N(CCc2ccccc2)c2ccc(Br)cc21)c1ccc(F)cc1 (stereo not drawn)	?
COc1ccc(OC)c(CCNC(=O)c2cnn(-c3ccccc3)c2C2CCN(C(=O)OC(C)(C)C)CC2)c1	?
O=C(c1cc2n(n1)CC(c1ccc(Cl)cc1)OC2)N1CCN(c2ccc(Cl)cc2)CC1 (stereo not drawn)	i
CN1CC(=O)N(c2ccc(Cl)cc2)Cc2c1ncnc2N1CCC(O)CC1	?
CCCN(CCC)CCNC(=O)C1CCCN(S(=O)(=O)c2cccc3nsnc23)C1 (stereo not drawn)	?
O=C(Cn1c(=O)n(Cc2ccco2)c(=O)c2oc3ccccc3c21)Nc1ccc(F)c(Cl)c1	?
Cc1cc2cc(C(=O)N3CCN(c4nc5ccccc5s4)CC3)ccc2o1	4.1%
O=C1NCN(Cc2ccc(Cl)cc2)C12CCN(Cc1ccccn1)CC2	-15.5%
Cc1nc([C@@H]2CN(C(=O)c3cscn3)C[C@H]2C(N)=O)n[nH]1	1.3%
O=C(c1cnccn1)N1CCc2c(n(Cc3ccccc3)n(-c3ccccc3)c2=O)C1	-16.3%[44.1 µM]
COCCCNC(=O)C(NC(=O)c1ccccc1)C1CCN(C(=O)C2CC2)CC1 (stereo not drawn)	7.5%
CC(C)CN1C(=O)c2cccn2CC1C(=O)NC1CCS(=O)(=O)C1 (stereo not drawn)	-5.2%
CC(=O)c1cccc(NC(=O)c2cc3sc(Cl)cc3n2C)c1	-18.2%
CCOC(=O)c1c(-c2ccc(OC)cc2)oc2ccc(OCc3ccc(Br)cc3)cc12	54.8%[activator]
Cc1ccc(C)c(CN2C(=O)c3ccccc3S(=O)(=O)c3ccc(C(=O)OCC4CCCO4)cc32)c1 (stereo not drawn)	?
Cc1ccc(N2CC(NC(=O)c3cc4ccccc4o3)CC2=O)cc1 (stereo not drawn)	47.3%[activator]
COc1ccc(Cl)cc1NC(=O)Cn1c(=O)n(Cc2ccco2)c(=O)c2ccc(C(=O)NC3CCCC3)cc21	?
Cc1ccc2c(=O)cc(C(=O)Nc3nnc(C)s3)oc2c1	40.5%[activator]
C[C@H](O)c1onc(-c2ccccc2)c1C(=O)NC1CCCC1	-1.9%[44.1 µM]
O=C(NC1CC(=O)N(c2ccccc2)C1)C1CCCCC1 (stereo not drawn)	8.8%
C=CCNC(=O)N[C@H]1C[C@@H](C(=O)N[C@H](Cc2ccccc2)C(N)=O)N(C(=O)CSC)C1	46.1%[activator]
COc1ccc(-c2cc(C(=O)N3CCOC(c4ccc(F)cc4)C3)[nH]n2)cc1 (stereo not drawn)	i
Cc1ccc(-c2nnc3ccc(-c4ccoc4)nn23)nc1	?
Cc1nn(-c2ccccc2)c(C)c1[C@@H]1C=C[C@@H](NC(=O)CCCC(=O)O)C1	-1.0%[44.1 µM]
CC(=O)N1c2ccc(S(=O)(=O)N3CCCCCC3)cc2CC1C(=O)NCc1ccccc1 (stereo not drawn)	11.0%
CCN1c2cc(C(=O)NCc3ccccc3F)ccc2C(=O)N2CCCCCC21 (stereo not drawn)	-18.8%
Cc1ccc(CCNS(=O)(=O)c2cc(-c3cc(C)no3)ccc2C)cc1	i
CCOc1cc(=O)n2c(c1C(=O)NCc1ccccc1)CCCCC2	14.6%
CCOC(=O)C1CCCN(C(=O)c2cc3c(=O)[nH]c4ccc(C)cc4c3s2)C1 (stereo not drawn)	i
CC1(C(=O)NCc2cc(F)ccc2F)CCCCC(=O)N1 (stereo not drawn)	i
CCCOc1ccc(C(=O)N(Cc2cccs2)c2ccc(C)cc2)cc1	37.4%[activator]
Cc1ncc(C(=O)N2CCCC(c3cccc(C(=O)O)c3)C2)c(=O)[nH]1 (stereo not drawn)	-8.1%
COc1ccc(S(=O)(=O)c2c(O)c3ccc(C(=O)Nc4ccccc4)cc3[nH]c2=O)cc1	2.4%
COc1ccccc1CNC(=O)CC1N=C2c3ccccc3N=C(SCC(=O)Nc3ccc(F)cc3)N2C1=O (stereo not drawn)	?
O=C(NCCN1CCOCC1)c1c(OCC2CC2)cc(=O)n2c1CCOCC2	17.9%
CCS(=O)(=O)N1CC(=O)N(c2cc(Cl)ccc2C)C(C)(C(=O)NC2CCCCCC2)C1 (stereo not drawn)	-6.8%
CCCN1C(=O)CCc2cc(NC(=O)c3cccc(N(C)C)c3)ccc21	?
Cn1cccc1C(=O)N[C@@H](Cc1ccccc1)C(=O)N1CCCOCCNC(=O)CC1	-17.1%
O=C(NC1CCN(c2cnn(Cc3ccccc3)c(=O)c2)CC1)C1CCCCC1	?
COc1ccc(CC(=O)N[C@H]2[C@H](O)[C@H](O)C[C@@H]2c2ccccc2)cc1	0.6%[44.1 µM]
CCN(Cc1nccn1C)C(=O)c1ccc(N2CCC(N(C)C)C2)nc1 (stereo not drawn)	-6.5%
O=C(Nc1ccc(Cl)cc1F)c1cc(S(=O)(=O)NC2CCCCCC2)ccc1F	i
CCOc1ccc(-c2cc(-c3nc(-c4ccc(C)cc4)no3)[nH]n2)cc1	-14.9%
Cc1ccc(Cn2ccn(Cc3ccccc3F)c(=O)c2=O)cc1	-6.5%
Cc1cc(C)n(CC(=O)N2CC(F)(F)C[C@H]2c2nc(C)no2)n1	4.7%
O=C(CSc1nnc(-c2cccs2)o1)Oc1ccccc1Cl	23.2%
COc1cc(OC)c(NC(=O)CCc2nc(C3=CCN(Cc4cccc(Cl)c4)CC3)no2)cc1Cl	28.7%
O=C(NCc1ccc2c(c1)CCN2C(=O)c1ccncc1)c1ccccc1F	i
Cc1cccc(NC(=O)N2CCC3(CC2)Oc2ccccc2C(=O)N3Cc2ccccc2F)c1C	i
COc1ccccc1-c1cc([C@H]2CN3CC[C@H]2C[C@@H]3COC(=O)Nc2ccccc2)nc(C)n1	i
CCN1c2cc(C(=O)Nc3ccccc3C)ccc2C(=O)N2CCCCCC21 (stereo not drawn)	?
O=C(Nc1ccc(Br)c2cccnc12)c1cccc2ccccc12	3.7%
COC1CCC12CCN(C(=O)c1cnccc1C)CC2 (stereo not drawn)	14.6%
Cc1cc(C)c(NC(=O)CSc2nc3nccnc3c(=O)n2CCc2c[nH]c3ccccc23)c(C)c1	8.1%
COC(=O)c1ccccc1NC(=O)Cn1c(=O)n(Cc2ccc(C(=O)NCc3ccc4c(c3)OCO4)cc2)c(=O)c2ccccc21	?
CN(C)c1ccc(CN2CCn3c(nnc3-c3ccccc3)C2)cc1	?
COCc1ncc(CN2CCC(Cc3nncn3-c3ccccc3)CC2)cn1	-7.8%
Next part:
SMILES	Pf Dd2 growth
COCCOC1CCN(C(=O)c2ccc(OC)nc2)CC1	i
NC(=O)CCNC(=O)[C@@]1(O)C[C@@H](O)[C@H](O)[C@@H](NC(=O)c2ccc(F)c(Cl)c2)C1	17.6%[44.1 µM]
CCCN(C(=O)Cn1ncc2c([nH]c3ccccc32)c1=O)c1ccc(F)cc1	25.3%
O=C(C1CCOCC1)N1CCC(c2nc(C3CCOCC3)no2)C1 (stereo not drawn)	35.6%[activator]
Cc1ccc(CN2CCc3nc(C)nc(-c4ccc(O)cc4)c3C2)cc1	i
O=C1CCCCCN1CCC(=O)N1CCn2nc(Cc3ccccc3)cc2C1	-19.5%
CN(C)C(=O)c1nc(-c2ccc(Cl)nc2)c2ccccn12	-4.0%
CCOC(=O)c1ccc(NC(=O)/C(C#N)=C/c2ccc(OC)cc2)cc1	64.1%[activator]
Cc1cccc(C(=O)N2C[C@@H](F)C[C@H]2C(=O)N2CCCCC2)c1	16.5%
O=C(NC1CCCC1)C1(CCO)CC12CCOCC2 (stereo not drawn)	1.7%
CCN1C(C(=O)c2ccccc2)=C(OC(=O)c2ccc(Cl)cc2)c2ccccc2S1(=O)=O	?
COc1ccccc1C(=O)NCc1c[nH]c2ncccc12	-7.8%[44.1 µM]
O=C1NCc2ccccc2CC12CCCN(Cc1ccccn1)C2 (stereo not drawn)	?
CCCc1nc(C(=O)NC(C)c2nncn2CCOC)cs1 (stereo not drawn)	0.0%
CC(C)c1nc2c(c(-c3ccc(O)cc3)n1)CN(C(=O)N(C)C)CC2	i
O=C(NCCc1nc(Cc2ccccc2)no1)[C@H]1CCC[C@@H](O)C1	9.6%
CCOC(=O)c1c(C)[nH]c(C)c1S(=O)(=O)N(C)CC(=O)Nc1ccc(C)cc1Br	i
O=C(Cc1ccccc1C(F)(F)F)N1CCC2(CC1)[C@H](O)C[C@@H]2O	6.6%
COc1ccc(C(=O)NCC(c2ccc(N(C)C)cc2)N2CCc3ccccc32)c(OC)c1 (stereo not drawn)	-22.8%
Clc1ccc(C2Cn3nnc(-c4nc(-c5ccccc5Br)no4)c3CO2)cc1 (stereo not drawn)	i
COc1ccc(CN2Cc3[nH]cnc3C[C@H]2C(=O)NCc2ccc(Cl)cc2)c2ccccc12	i
O=C(N[C@H]1[C@H](O)[C@H](O)C[C@@H]1c1ccc(C(F)(F)F)nc1)c1cc2ccccc2s1	?
CC(C)(Oc1nn(Cc2cccc(Cl)c2)c2ccccc12)C(=O)NCc1cnccn1	?
CCN(CC)Cc1cnc2c(C(=O)Nc3ccc(Cl)cc3C)cnn2c1	-0.5%
COc1ccc(CCNc2ncnc3c2cnn3-c2cc(Cl)ccc2C)cc1	?
CC(C)(C)OC(=O)N1CCC(c2c(C(=O)N3CCN(C(=O)c4ccco4)CC3)cnn2-c2ccccc2)CC1	-9.4%
COCCC(=O)N1CC(c2nnc(-c3ccc(C)cc3)o2)C2(CCOCC2)C1 (stereo not drawn)	16.1%
CCSc1ncc(Cl)c(C(=O)N(Cc2ccc(N(C)C)cc2)Cc2ccco2)n1	-2.6%
O=C1CC2(CCN(c3nc(-c4ccccc4)nc4c3CCC4)CC2)CN1	-21.0%
CCc1ccc(NC(=O)c2ccc(F)c(S(=O)(=O)N(C)C3CCCCC3)c2)cc1	11.2µM*
CC(C)NC(=O)NCc1nnc2n1C(C(=O)NCc1ccc(F)cc1)CC2 (stereo not drawn)	26.1%
CCOCCOC1CCN(C(=O)NCc2ccc(F)cc2)CC1	17.3%
COC(=O)c1cc2n(n1)CCCN(C(=O)COc1ccc(C)c(C)c1)C2	7.6%
CCOc1ccccc1NC(=O)c1sc2nc(C)cc(C)c2c1N	-11.3%
CCCC12CN3CC(CCC)(CN(C1)C3c1ccccc1)C2=O (stereo not drawn)	i
COc1cc2c(cc1Oc1ccccc1)NC(=O)C21CCN(CCC(C)C)CC1	6.31µM*
COc1ccc(C2(C(=O)NCCn3c(C)cnc3-c3cccnc3)CC2)cc1	i
COCC(=O)N(C1CCOCC1)C1CCN(C(=O)Cc2ccccc2F)CC1	24.4%
COc1ccccc1CCC(=O)N1CCC[C@H]1c1nc(-c2ccccc2)no1	-9.5%
CC(=O)N1Cc2ccccc2CC2(CCN(Cc3ccccn3)CC2)C1	?
Cc1nn(CC(=O)Nc2ccc(C(C)C)cc2)c(=O)c2c(C)n(-c3ccc(Cl)cc3)nc12	i
CN(C)C(Cn1cc(-c2cncnc2)nn1)c1ccccc1Cl (stereo not drawn)	-17.4%
COc1ccc(CN(Cc2ccco2)C(=O)COc2ccccc2OC)cc1	i
CCOc1ccc(Cn2nnc(C(=O)Nc3cccc(SC)c3)c2N)cc1	-27.5%
O=C(Nc1cc(F)ccc1F)N1CCOc2ccc(CN3CCc4ccccc4C3)cc2C1	?
Cc1cc(C)cc(N2CCn3c2nc2c3c(=O)n(Cc3ccc(Cl)cc3)c(=O)n2C)c1	3.4%
Cc1ccc(C#N)c(=O)n1CC(=O)Nc1ccccc1C(F)(F)F	9.3%
O=C(O)c1cc2c(s1)CCN(C(=O)c1ccccc1)C2	-2.3%
Cc1ccccc1-n1ncc(C(C)NC(=O)c2cn[nH]c2-n2cnnn2)c1C (stereo not drawn)	-10.0%
CCC(C(=O)N1CCN(c2cccc(C)c2C)CC1)n1nc(C)c2sc3ccccc3c2c1=O (stereo not drawn)	35.2%[activator][5.79 µM]
CCOC(=O)c1ccccc1NC(=O)CCc1nc(-c2ccc(C)cc2)no1	11.8%
Cc1nccn1CC(=O)N1C[C@@H](COCC2CC2)[C@H](c2ccncc2)C1	?

Random excerpt: 7 entries already listed.
SMILES	Pf Dd2 growth
C=CCNC(=O)N[C@H]1C[C@@H](C(=O)N[C@H](Cc2ccccc2)C(N)=O)N(C(=O)CSC)C1	46.1%[activator]
Cc1cccc(C(=O)N2C[C@@H](F)C[C@H]2C(=O)N2CCCCC2)c1	16.5%
COc1cc(OC)c(NC(=O)CCc2nc(C3=CCN(Cc4cccc(Cl)c4)CC3)no2)cc1Cl	28.7%
O=C(CC1(O)C(=O)N(CCc2ccccc2)c2ccc(Br)cc21)c1ccc(F)cc1 (stereo not drawn)	?
CCSc1ncc(Cl)c(C(=O)N(Cc2ccc(N(C)C)cc2)Cc2ccco2)n1	-2.6%
O=C1CCCCCN1CCC(=O)N1CCn2nc(Cc3ccccc3)cc2C1	-19.5%
CCS(=O)(=O)N1CC(=O)N(c2cc(Cl)ccc2C)C(C)(C(=O)NC2CCCCCC2)C1 (stereo not drawn)	-6.8%

Quoted from the listing, 3 compounds:
SMILES	Pf Dd2 growth
Cc1ccc(C#N)c(=O)n1CC(=O)Nc1ccccc1C(F)(F)F	9.3%
O=C(O)c1cc2c(s1)CCN(C(=O)c1ccccc1)C2	-2.3%
Cc1ccccc1-n1ncc(C(C)NC(=O)c2cn[nH]c2-n2cnnn2)c1C (stereo not drawn)	-10.0%

Screens as filed in PubChem.

This is a subset; rates above refer to the full screens.
